TRPC6 act – activates the mouse TRPC6 cation channel; HEK293-TRPC6 membrane potential dye fluorescence; hits give high values; B-score at 10 µM; 310,000 tested, 0.13% active; AID 2550;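 active means B-score of the integrated fluorescence ratio above library mean plus 3 SD, and starting fluorescence ratio within library mean plus 5 SD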;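 further: higher score means more depolarization so channel activation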
TRPC4 act – TRPC4 (mouse) channel activation. HEK293 TRPC4beta/mu-opioid, Fluo4 calcium fluorescence; hits give high values. B-score at 10 µM. 310,000 tested, 0.49% active. AID 2237;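 active means B-score above 5 SD of library B-scores, and initial fluorescence ratio not above library mean plus 5 SD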;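 further: positive B-score marks a calcium rise read as TRPC4 activation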
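System: HEK293 cells stably co-expressing mouse TRPC4beta and mu-opioid receptor; Schedule: Fluo4 dye loading 45 min at room temperature, 110 s recording; Detection: Fluo4 fluorescence, kinetic; Evaluation: B-scored integrated calcium fluorescence ratio; Controls: buffer (low) and maximal DAMGO (high).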
TRPC6 inhibitor – inhibitors of mouse TRPC6 channel; Q61143; 310,000 tested, 1.1% active; HEK293-TRPC6, membrane potential dye, ACh-evoked depolarization; hits give low values; AID 2553; B-score at 10 µM;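 active means B-score under library mean minus 3 SD, initial fluorescence not abnormally high, positive integrated signal ratio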;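 further: B-score derived from integrated fluorescence ratio over the kinetic read; more negative B-score means stronger inhibition of depolarization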
TRPC4 potent – allosterically enhances the mouse TRPC4 cation channel; B-score at 10 µM; HEK293 TRPC4beta/mu-opioid, DAMGO EC20, Fluo-4 Ca2+ flux; hits give high values; AID 2227; 310,000 tested, 0.42% active; Q9QUQ5;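 active means B-score of calcium response area above 5 SD of library B-scores, with initial fluorescence ratio within 5 SD of library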;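 further: B-score of integrated fluorescence ratio over time as area under calcium response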
TRPC4 inh – TRPC4 (mouse) channel inhibition. HEK293 TRPC4beta/mu-opioid, DAMGO-evoked Fluo4 calcium flux; hits give low values. B-score at 10 µM. 300,000 tested, 0.39% active;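 active means B-score over 3 SD under the library average, no early fluorescence shift, positive overall ratio signal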
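Assay system – HEK293 line stably carrying TRPC4beta and mu-opioid receptor · Doses – single dose · Detection – Fluo4 calcium-dye fluorescence, kinetic read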
MrgX1 antagonist – antagonists of human MrgX1 receptor | Q96LB2 | MRGX1-HEK293 calcium flux, Fluo-4, BAM8-22 antagonism; hits give low values | B-score at 10 µM | 310,000 tested, 1.3% active;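 active means calcium-response B-score plate-corrected more than 3 library SD below zero, starting fluorescence within 5 deviations, no agonist response on first addition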;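 further: peak minus trough fluorescence over baseline after final BAM8-22 challenge near maximal dose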
Target sequence (Q96LB2 whole entry, looked up): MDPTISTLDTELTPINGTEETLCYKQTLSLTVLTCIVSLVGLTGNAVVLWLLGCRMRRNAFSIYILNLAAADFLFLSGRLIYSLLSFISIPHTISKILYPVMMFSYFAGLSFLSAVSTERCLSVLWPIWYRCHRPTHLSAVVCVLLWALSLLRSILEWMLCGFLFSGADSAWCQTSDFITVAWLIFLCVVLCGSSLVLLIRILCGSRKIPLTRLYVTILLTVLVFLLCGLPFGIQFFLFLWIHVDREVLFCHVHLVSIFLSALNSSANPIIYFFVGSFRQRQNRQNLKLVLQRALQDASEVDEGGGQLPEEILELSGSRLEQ
SKKanGAS inh – inhibitors of SKKanGAS S. pyogenes growth in kanamycin (SK-promoter or general growth effect); BacTiter-Glo, 6 h; inhibition, % at 7.5 µM; 300,000 tested, 1.3% active; AID 1662;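 active means mean replicate score, as percent of positive control median, at least 50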;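 further: strain carries kanamycin resistance gene driven by streptokinase promoter and grows in 40 µg/ml kanamycin; loss of luminescence reflects streptokinase promoter inhibition or plain growth inhibition; 0% = median of DMSO wells and 100% = positive control at its reference dose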
MrgX1 ag – activates human MrgX1 receptor signaling; B-score at 10 µM; AID 588627; Q96LB2; 310,000 tested, 0.44% active; MrgX1-HEK293 cells, Fluo-4 calcium fluorescence, agonist mode; hits give high values;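 active means calcium response B-score plate-corrected fluorescence ratio at least 3 library SD, with starting fluorescence B-score inside 5 SD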
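Material: MrgX1-expressing HEK293 cells / Dosing: compound as first of three additions / Incubation: overnight seeding, then 1 h dark dye loading / Signal: Fluo-4 NW calcium fluorescence / Evaluation: B-scored fluorescence response ratio / Benchmarks: positive and negative control wells on each plate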
MrgX1 PAM – human MrgX1 positive allosteric modulation, primary screen; MrgX1-HEK293, Fluo-4 calcium flux, FDSS; hits give high values; Q96LB2; B-score at 10 µM; 310,000 tested, 0.63% active;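 active means plate-corrected calcium response at least 3 library SD above typical, normal starting fluorescence, not activating the receptor alone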;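 further: compound read alongside a low EC10 to EC30 dose of BAM8-22 agonist; peak minus trough fluorescence over baseline measured at the second addition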
TMEM16A inh – inhibitors of mouse TMEM16A calcium-activated chloride channel | HEK293 TMEM16A/YFP iodide influx fluorescence, ionomycin | 310,000 tested, 1.2% active | normalized B-score (activity score, 25-100; higher = stronger inhibition) at 10 µM | Q8BHY3;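 active means ratio plate-corrected score three or more library SD toward inhibition, starting fluorescence score within five deviations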;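 further: score derived from kinetic fluorescence span divided by baseline fluorescence per well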
TMEM16A act – activates or potentiates the mouse TMEM16A chloride channel. AID 623877. HEK293 TMEM16A/YFP-H148Q/I152L, iodide quench fluorescence; hits give low values. 340,000 tested, 0.3% active. B-score at 10 µM. Q8BHY3;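 active means fluorescence-ratio B-score plate-corrected deviation score at least 3 library SD below zero, with starting fluorescence score within 5 deviations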;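 further: channel opened by trigger with iodide after compound preincubation; score built on the fluorescence ratio of max minus min over baseline; more negative score means more quench and so TMEM16A activation or potentiation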
* hit, by the source's call; i = inactive; . = not tested or not shown.

SMILES | TRPC6 act | TRPC4 act | TRPC6 inhibitor | TRPC4 potent | TRPC4 inh | MrgX1 antagonist | SKKanGAS inh | MrgX1 ag | MrgX1 PAM | TMEM16A inh | TMEM16A act
CN(C)S(=O)(=O)c1cccc(NC(=O)CNCC2CCCCC2)c1 | i | i | i | i | i | i | -10 | i | i | i | i
CC(=O)c1cccc(NC(=O)NC2CCCCC2)c1 | i | i | i | i | i | i | 2 | i | i | i | i
COc1ccc(/C=N/NC(=O)CCc2nc3ccccc3[nH]2)cc1 | i | i | i | i | i | i | 3 | i | i | i | i
Cc1ccc(C)c(NC(=O)Cc2csc(-c3ccccc3)n2)c1 | i | i | i | i | i | i | -12 | i | i | i | i
COc1cc2c(cc1OC)CN(c1ccc(-c3ccccc3OC)nn1)CC2 | i | i | i | i | i | i | -4 | i | i | i | i
COC(=O)c1sccc1NC(=O)Nc1ccc(C)c(C)c1 | i | i | i | i | i | i | . | i | i | i | i
Cn1nccc1NC(=O)COCC(=O)O | i | i | i | i | i | i | -2 | i | i | i | i
O=C(O)CC/C(=C\c1cccc(NC(=O)c2ccccc2Cl)c1)c1nc2ccccc2s1 | i | i | i | i | . | i | 38 | i | i | i | i
Cc1onc(-c2ccccc2)c1C(=O)NC(CC(=O)O)c1ccc(OC(C)C)cc1 (stereo unspecified) | i | i | i | i | i | i | -3 | i | i | i | i
C/C(=N/NC(=O)CNC(=O)COc1ccccc1)c1ccc(Cl)cc1 | i | i | i | i | i | i | 1 | i | i | i | i
COc1ccccc1NC(=O)CC1Nc2ccccc2NC1=O (stereo unspecified) | i | i | i | i | i | i | 8 | i | i | i | i
COc1ccccc1C(=O)Nc1nnc(-c2ccc3c(c2)CCCC3)o1 | i | i | i | i | i | i | 58* | i | i | i | i
CN(c1ccccc1)c1nc(N)c([N+](=O)[O-])c(Nc2ccc(F)cc2)n1 | i | i | i | i | i | i | 2 | i | i | i | i
O=C(NCC1CCCN1S(=O)(=O)c1ccccc1)C(=O)NC1CC1 (stereo unspecified) | i | i | i | i | i | -4.6* | -8 | i | i | i | i
COc1ccc(C(CNCC(O)COc2c(C)ccc(C)c2C)N(C)C)cc1 (stereo unspecified) | i | 68* | i | i | i | i | 27 | i | i | i | i
O=C(CCN1C(=O)c2ccccc2C1=O)Nc1ccc(F)cc1 | i | i | i | i | i | i | -1 | i | i | i | i
CCOC(=O)c1c(S(=O)(=O)NCC2CCN(CCc3cccs3)CC2)c(C)n(C)c1C | i | i | i | i | i | i | 2 | i | i | i | i
Cn1c(=O)c2cc(S(=O)(=O)NCCC(=O)Nc3ccccc3F)ccc2n(C)c1=O | i | i | i | i | i | i | -8 | i | i | i | i
CC(C)C[C@H](NC(=O)c1nc[nH]c1C(=O)N[C@@H](CCCCNC(=O)OC(C)(C)C)C(=O)OC(C)(C)C)C(=O)OCc1ccccc1 | i | i | i | i | i | i | 18 | i | i | i | i
COc1ccccc1C(=O)Nc1cc(-c2ccc(C)cc2)no1 | i | i | i | i | i | i | 4 | i | i | i | i
COc1cccc(-n2c(C)nc3c(cnn3-c3ccc(C)cc3)c2=O)c1 | i | i | i | i | i | i | -1 | i | i | i | i
COc1ccc(C2=NN(CC(=O)Nc3ccccc3C)C(=O)CC2)cc1 | i | i | i | i | i | i | 7 | i | i | i | i
O=[N+]([O-])c1ccccc1S(=O)(=O)N1CCCc2ccccc21 | i | i | i | i | i | i | 7 | i | i | i | i
Cc1cc(=O)oc(C)c1C(=O)OCC(=O)c1ccc(Br)cc1 | i | i | i | i | i | i | -1 | i | i | i | i

Part of the list above, reduced to MrgX1 PAM, TRPC4 inh and MrgX1 ag.
| canonical_smiles | MrgX1 PAM | TRPC4 inh | MrgX1 ag |
| --- | --- | --- | --- |
| CCOC(=O)c1c(S(=O)(=O)NCC2CCN(CCc3cccs3)CC2)c(C)n(C)c1C | i | i | i |
| Cn1c(=O)c2cc(S(=O)(=O)NCCC(=O)Nc3ccccc3F)ccc2n(C)c1=O | i | i | i |

New compounds follow:
SMILES | TRPC6 act | TRPC4 act | TRPC6 inhibitor | TRPC4 potent | TRPC4 inh | MrgX1 antagonist | SKKanGAS inh | MrgX1 ag | MrgX1 PAM | TMEM16A inh | TMEM16A act
Cc1cc(C)nc(-n2nc(C)cc2Nc2ccccc2)n1 | i | i | i | i | i | i | 79* | i | i | i | i
CN(C)C(=O)NC(O)C(Cl)Cl (stereo unspecified) | i | i | i | i | i | i | -1 | i | i | i | .
Cc1ccc2c(c1)C(=O)CC1(CCC(C(C)(C)C)CC1)O2 (stereo unspecified) | i | i | i | i | i | i | 68* | i | i | i | i
COC(=O)C1=NN(C(=O)c2cccc(Cl)c2)C(O)(C(C)(C)C)C1 (stereo unspecified) | . | . | . | . | . | i | . | i | i | i | i
Cc1ccc(/C=N/NC(=O)CSc2nc3ccccc3c(=O)n2-c2ccccc2C)s1 | i | i | i | i | i | i | 12 | i | i | i | i
CCN(C(=O)COC(=O)c1cc(S(=O)(=O)N2CCOCC2)ccc1F)C1CCS(=O)(=O)C1 (stereo unspecified) | i | i | i | i | i | i | 2 | i | i | i | i
Cc1[nH]c(=O)[nH]c(=O)c1N(C)C | i | i | i | i | i | i | -7 | i | i | i | i
CCCC(C(=O)NC(C)(C)C)N(CCN1CCOCC1)C(=O)CNS(=O)(=O)c1ccccc1 (stereo unspecified) | i | i | i | i | i | i | -3 | i | i | i | i
CCn1c(=O)c2c(nc3n2CCS3)n(C)c1=O | i | i | i | i | i | i | 3 | i | i | i | i
COc1ccc(Cc2nc3ccc(C(=O)N(C)CC4COCCO4)cc3o2)cc1 (stereo unspecified) | i | i | i | i | i | i | 2 | i | i | i | i
COc1ccc(NS(=O)(=O)c2ccc(-n3nnc4ccccc43)c([N+](=O)[O-])c2)cc1 | i | i | i | i | i | i | -2 | i | i | 25* | i
CCOC(=O)C1(Cc2cccc(OC)c2)CCN(CCO)CC1 | i | i | i | i | i | i | -3 | i | i | i | i
CCOC(=O)c1c2n(c3ccc(O)cc13)CCC2 | i | i | i | i | i | i | -3 | i | i | i | i
COC(=O)c1ccc(-c2ccc([C@H]3[C@H]4C=CC[C@@H](C)[C@@H]4C(=O)N3Cc3ccccc3)c(F)c2)cc1 | i | i | i | i | i | i | 32 | i | i | i | i
Cc1cc(=O)[nH]c(SCn2nnc3ccccc3c2=O)n1 | i | i | i | i | i | i | 1 | i | i | i | i
COc1ccc(S(=O)(=O)N2CCN(C(=O)c3ccco3)CC2)cc1C(C)(C)C | i | i | i | i | i | i | -2 | i | i | i | i
COc1ccccc1CNC(=O)CSc1nc(=O)n(Cc2ccncc2)c2c1CCC2 | i | i | i | i | i | i | 50* | i | i | i | i
CC(C)COC(=O)c1ccccc1OC(=O)c1ccncc1 | i | i | i | i | i | i | -10 | i | i | i | i
Cc1cc(C(=O)N2CCc3ccccc32)c2ccccc2n1 | i | i | i | i | i | i | -7 | i | i | i | i
CC(=O)c1ccc(NC(=S)N2CCN(C(=S)Nc3ccc(C(C)=O)cc3)C(C)C2)cc1 (stereo unspecified) | i | i | i | i | i | i | 3 | i | i | i | i
O=C(C1CCC1)N1CCc2cc(S(=O)(=O)Nc3ccc4c(c3)OCCO4)ccc21 | i | i | i | i | i | i | 0 | i | i | i | i
O=S1(=O)NC(=NCCOCCO)c2ccccc21 | i | i | i | i | i | i | 0 | i | i | i | i
Cc1ccc(S(=O)(=O)CCC(=O)OCC(=O)c2cc(C)ccc2C)cc1 | i | i | i | i | i | i | 2 | i | i | i | i
O=C(NCCc1nccs1)C1CCC(=O)N(Cc2cccc(C(F)(F)F)c2)C1 (stereo unspecified) | i | i | i | i | i | i | -2 | i | i | i | i
CC(C)(C)S(=O)(=O)/C(C#N)=C/Nc1ccccn1 | i | i | i | i | i | i | 2 | i | i | i | i
Cc1ccc2c(c1)N(CCCC(=O)Nc1cccc(C(F)(F)F)c1)C(=O)CO2 | i | i | i | i | i | i | 1 | i | i | i | i
Cc1ccc(NC(=O)CSc2ccc(-c3cccnc3)nn2)cc1 | i | i | i | i | i | i | -6 | i | i | i | i
COc1cccc(C(=O)C2CCCN(C(=O)c3ccccc3Cl)C2)c1 (stereo unspecified) | i | i | i | i | i | i | 1 | i | i | i | i
C=CCN(CC=C)C(=O)c1c(OC)cccc1OC | i | i | i | i | i | i | -8 | i | i | i | i
CC(C)c1ccccc1NC(=O)Nc1ccc2c(c1)OCO2 | i | i | i | i | i | i | -1 | i | i | i | i
COc1cc(NC(=O)COC(=O)c2cnccn2)c(C)cc1[N+](=O)[O-] | i | i | i | i | i | i | -3 | i | i | i | i
O=C(C1CCC(CNc2c(N3CCCCC3)c(=O)c2=O)CC1)N1CCCC1 (stereo unspecified) | i | i | i | i | i | i | -7 | i | i | i | i
COc1ccc(-c2nc(CN3CCN(c4cc(C)nc(C)c4)CC3)c(C)o2)c2ccccc12 | i | i | i | i | i | i | -2 | i | i | i | i
COc1ccc(-c2nn(-c3ccccc3)cc2/C=C/C(=O)N2CCOCC2)cc1OC | i | i | i | i | i | i | -2 | i | i | i | i
COc1ccc(NC(=O)c2nc[nH]c2C(=O)N[C@@H](C)C(=O)OC(C)(C)C)cc1 | i | i | i | i | . | i | 1 | i | i | i | i
Cc1cccc2c1N(CCCOc1ccccc1)C(=O)C2=O | i | i | i | i | i | i | -5 | 35* | i | i | i
CC1(C)Oc2ccc(C(=O)N3CCc4ccccc43)cc2N(CC(=O)N2CCCC2)C1=O | i | i | i | i | i | i | -1 | i | i | i | i
COc1cc(/C=C/[N+](=O)[O-])ccc1OCc1cccc(C(=O)O)c1 | i | i | i | i | i | . | 16 | . | . | . | .
COc1cc(C(=O)NCC(=O)n2nc(C)cc2C)cc(OC)c1OC | i | i | i | i | i | i | 1 | i | i | i | i
CC(C)CCSc1nnc(N)s1 | i | i | i | i | i | i | 12 | i | i | i | i
O=C(Nc1ccc(Br)cc1F)C1CC(=O)N(C2CCCCC2)C1 (stereo unspecified) | i | i | i | i | i | -6* | -5 | i | i | i | i
COc1ccccc1-c1noc(CCC(=O)NC2CCCC2)n1 | i | i | i | i | i | i | -2 | i | i | i | i
COc1ccc(/C(C)=N/NC(=O)c2sccc2-n2cccc2)cc1 | i | i | i | i | i | i | -10 | i | i | i | i

Source: PubChem BioAssay
